# EP2 modulator: EP2 receptor (human) modulation. induction, % at 25 µM. 260,000 tested, 0.83% active. EP2-expressing cells, cAMP HTRF FRET, PGE2 co-stimulation. AID 940;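 active = compounds whose cAMP rise, as percent of the full-agonist control response, exceeds 60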;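 also: rat C6 glioma line stably carrying human EP2 under a CMV promoter; the protocol text gives 20 µM as final concentration; 100% = response of wells given 1 µM PGE2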
# S1P4 agonist: agonists of human S1P4 receptor; O95977; S1P4-expressing cell line, agonist reporter assay; activation, % at 4.98 µM; 220,000 tested, 0.35% active; in the data active = activation above about 11%;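 also: 0% = DMSO vehicle and 100% = reference agonist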
# Target sequence (O95977 whole entry, looked up): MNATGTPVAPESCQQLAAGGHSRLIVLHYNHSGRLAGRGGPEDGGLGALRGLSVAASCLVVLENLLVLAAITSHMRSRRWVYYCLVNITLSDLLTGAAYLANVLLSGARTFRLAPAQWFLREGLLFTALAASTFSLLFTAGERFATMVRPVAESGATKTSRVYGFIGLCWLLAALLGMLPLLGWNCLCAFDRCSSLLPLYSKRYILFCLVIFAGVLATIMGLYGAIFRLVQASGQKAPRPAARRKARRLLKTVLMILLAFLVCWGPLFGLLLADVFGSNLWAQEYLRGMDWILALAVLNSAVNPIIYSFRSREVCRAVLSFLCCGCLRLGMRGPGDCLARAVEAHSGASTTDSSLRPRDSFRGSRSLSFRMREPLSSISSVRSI
# TRPML3 ag: agonists of human TRPML3 channel; Q8TDD5; HEK293 TRPML3-YFP, Fluo-8 calcium fluorescence; 100% = the carbachol control signal; activation, % at 3 µM; 220,000 tested, 0.29% active; AID 1448;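 active = activation above its plate's cutoff, the mean activation of the plate's test wells plus 3 SD, cut at about 12% in these data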;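 also: 0% = DMSO only wells and 100% = carbachol wells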
# Target sequence (Q8TDD5 whole entry, looked up): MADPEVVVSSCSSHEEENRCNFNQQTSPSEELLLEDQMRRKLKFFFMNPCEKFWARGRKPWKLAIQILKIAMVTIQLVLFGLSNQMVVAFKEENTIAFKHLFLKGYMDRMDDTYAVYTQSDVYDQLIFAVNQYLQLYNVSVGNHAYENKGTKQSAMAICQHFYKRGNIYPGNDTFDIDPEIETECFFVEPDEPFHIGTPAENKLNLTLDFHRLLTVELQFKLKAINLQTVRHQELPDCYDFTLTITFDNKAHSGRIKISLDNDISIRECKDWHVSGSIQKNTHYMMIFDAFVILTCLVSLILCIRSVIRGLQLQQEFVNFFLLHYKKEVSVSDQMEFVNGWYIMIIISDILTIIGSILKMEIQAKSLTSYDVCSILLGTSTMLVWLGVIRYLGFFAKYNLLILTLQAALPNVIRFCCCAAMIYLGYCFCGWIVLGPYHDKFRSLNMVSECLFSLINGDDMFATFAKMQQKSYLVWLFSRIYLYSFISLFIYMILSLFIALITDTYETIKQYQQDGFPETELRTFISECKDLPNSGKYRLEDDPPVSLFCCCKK
#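 system = HEK293 cells stably carrying human TRPML3-YFP | doses = one concentration, 3 µM nominal, 0.3% DMSO | timing = dye loading 1 h 37 °C then 30 min ambient, 125 s read | detection = Fluo-8 calcium dye fluorescence, ex 470-495, em 515-575 nm | benchmarks = high control carbachol 87 µM, low control DMSO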
# NPY-Y1 antag: blocks the human neuropeptide Y Y1 receptor; HEK293-CNG Y1 cells, membrane potential fluorescence; NPY at EC95, then isoproterenol; inhibition, % at 3.6 µM; 200,000 tested, 1% active; P25929;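 active = inhibition above the campaign mean inhibition of all tested compounds plus 3 SD, cut at about 20% in these data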;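 also: 0% = DMSO wells given NPY plus isoproterenol and 100% = isoproterenol alone without NPY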
#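 Benchmarks – high control isoproterenol alone, low control NPY with isoproterenol · Material – HEK293 Y1/CNG channel cell line · Times – dye 3 h, compound 60 min room temperature, stimulation 45 min · Probe or stimulus – NPY (25 nM), isoproterenol (1 µM), Ro 20-1724 (25 µM) · Evaluation – % inhibition of NPY effect · Signal – fluorescence, membrane potential probe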
# NPY2 pot ag: potentiators or agonists of human neuropeptide Y receptor Y2; 220,000 tested, 0.45% active; activation, % at 3.6 µM; P49146; cells expressing NPY-Y2, potentiator/agonist read-out; in the data active = activation above about 27%;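 also: cells stimulated with NPY near EC25 plus isoproterenol at EC100; 0% = vehicle plus submaximal agonist and 100% = vehicle plus saturating agonist; some results beyond the cut were filed as inactive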
# CHOP inh: blocks CHOP induction under ER stress | CHO-K1 CHOP-promoter luciferase, tunicamycin-induced, 15-18 h | inhibition, % at 10 µM | AID 2732 | 220,000 tested, 3.8% active;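 active = compounds that reduced the stress-induced luciferase reporter signal by more than about 70% of percent inhibition, limit read from the data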;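 also: 0% = tunicamycin plus vehicle and 100% = wells without tunicamycin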
# TRPN1 ag: activates the zebrafish TRPN1 channel. HEK293 zebrafish TRPN1-YFP, Fluo-8 calcium fluorescence; 100% = response to 87 µM carbachol. activation, % at 3 µM. 220,000 tested, 0.18% active;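 active = activation above its plate's cutoff, the mean activation of test wells on that plate plus 3 SD, cut at about 19% in these data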;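 also: 0% = DMSO alone and 100% = 87 µM carbachol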
#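 System: zebrafish TRPN1-YFP in HEK293 cells / Dosing: 3 µM single point / Timing: dye loading 1 h at 37 °C, then 30 min room temperature / Signal: Fluo-8 calcium fluorescence, excitation 470-495 nm, emission 515-575 nm / Read-out basis: percent activation from peak over basal fluorescence ratio, control-normalized / Control set: high carbachol 87 µM, low DMSO alone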
# NPY1 pot ag: potentiators or agonists of human neuropeptide Y receptor Y1 | AID 1304 | P25929 | activation, % at 3.6 µM | NPY-Y1 expressing cells, potentiator/agonist activation | 220,000 tested, 0.37% active; in the data active = activation above about 33%, passing the limit was not always enough;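 also: cells stimulated with NPY at EC10 then isoproterenol at EC100; 0% = low agonist plus stimulus and 100% = saturating agonist plus stimulus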
# S1P4 antagonist: antagonists of human S1P4 receptor | AID 1510 | O95977 | 220,000 tested, 0.26% active | S1P4-expressing cells, antagonist mode, reporter read-out | inhibition, % at 4.98 µM; in the data active = inhibition above about 29%;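 also: 0% = wells stimulated with agonist and 100% = vehicle wells without agonist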
# Active calls of the source: *; nt = not tested or not shown; & = joins results of further samples.
SMILES,EP2 modulator,S1P4 agonist,TRPML3 ag,NPY-Y1 antag,NPY2 pot ag,CHOP inh,TRPN1 ag,NPY1 pot ag,S1P4 antagonist
Cc1ccccc1NC(=S)NCCc1c[nH]c2ccccc12,-77,-0.9,-0.2,4,-3,-2,0.0,-6,-1
O=S(=O)(c1ccccc1Oc1ccc(Cl)cc1Cl)N1CCCCC1,23,1.9,0.4,nt,-12,0,-2.0,-28,2
CCCOC(=O)C1=C(C)NC2=C(C(=O)CCC2)C1c1cccc(OC)c1OC (stereo not drawn),27,2.2,-0.3,-4,-3,4,-1.0,0,-10
Cc1ccc(Nc2nnc(SCC(=O)NCCN3C(=O)CSC3=O)s2)cc1C,12,-2.7,-0.1,1,11,3,1.8,0,-4
O=C(NCc1ccc(Cl)cc1)c1noc2c1CCCCC2,-17,-0.2,-1.3,3,1,42,-0.8,5,2
COc1ccc(NC(=O)CCSc2nnc(C)s2)cc1,17,2.0,1.1,4,-5,15,0.6,3,0
Fc1ccc2c(c1)C(c1ccncc1)=NNC(c1ccccc1)=N2,-50&-5,-2.5,0.1,9,-3,13,0.1,-11,-3
CCc1ccc(NC(=O)CSc2nc3ccsc3c(=O)n2CCCCCC(=O)O)cc1,8,-0.5,1.0,-3,1,-20,1.5,-16,-9
NC(=O)NC(=O)CC1S/C(=N/N=C2/NC(=O)CS2)NC1=O (stereo not drawn),25,3.5,0.1,-3,10,17,0.6,4,4
O=C(O)c1c[nH]c2ccc(F)cc2c1=O,10,-1.7,0.4,5,-20,13,1.8,8,-4
O=c1cc(N2CCc3ccccc32)[nH]c(=O)n1-c1ccccc1,10,0.0,1.1,-6,-6,-9,0.9,1,0
CC(=O)N1c2ccccc2NC2=C(C(=O)CCC2)C1c1ccc(F)cc1 (stereo not drawn),6,1.7,0.8,0,-8,18,0.2,-15,-11
NC(=O)NC(=O)COC(=O)c1ccccc1OCc1ccc(F)cc1,-1,1.2,-0.3,nt,0,3,0.1,15,1
C/C(=N\NC(=O)c1cccnc1)c1ccc(-n2ccnc2)cc1,8,2.8,0.1,5,-9,19,0.8,-11,-3
CCCCn1c(CCn2nc(C)c(Br)c2C)n[nH]c1=S,0,1.8,-0.3,0,-8,-9,-2.2,13,-21
CC(C(=O)NCC1CCCO1)n1cc([N+](=O)[O-])cn1 (stereo not drawn),6,1.5,0.7,2,6,2,-1.0,12,-13
CCC(CO)N=CC1=C(O)CC(C)(C)CC1=O (stereo not drawn),-1,-0.5,0.8,6,9,-3,1.0,-2,-8
CCCCC1(CO)C(=O)N(c2ccccc2)N(c2ccccc2)C1=O,12,-0.1,0.2,nt,-17,-13,2.1,0,16
Cc1cccc(N(CC(=O)Nc2ccc(CC#N)cc2)S(C)(=O)=O)c1,-1,-2.3,-0.2,8,8,7,-0.2,25,11
COc1ccc(C2CC2/C(C)=N/OC(=O)C2CC2)cc1 (stereo not drawn),-8,0.8,2.0,5,4,10,-1.2,-10,-4
Cc1cc(=O)n2c(-c3ccc(Cl)cc3)csc2n1,0,1.5,0.2,nt,7,-29,0.7,-6,0
CCOC(=O)c1sc(SC)c(C(C)=O)c1C,30,1.8,0.5,3,12,53,-0.6,-18,16
O=C1CCCc2c1cc(C(=O)Nc1ccc(Cl)cn1)c(=O)n2-c1ccccc1,24,1.5,1.0,1,0,-2,0.9,-12,0
CC(C)(C)c1cc(C(=O)O)c(CN2CCCCC2)o1,29,0.1,0.9,5,0,-4,0.9,-6,12
c1ccc2c(c1)nc(-c1ccncc1)n1nnnc21,10,-0.3,0.1,2,2,-26,0.9,8,1
CN1CCCCCC1=NC1=C(C#N)CCCC1,20,0.5,0.9,1,5,37,0.0,16,16
Cc1cc(NCc2ccco2)nc(N2CCC(C(=O)NC3CCCCC3)CC2)n1,-20,1.2,0.2,2,-14,-4,1.5,-8,-6
CN(C(=O)CO/N=C/c1ccc(Cl)cc1)c1ccccc1,-7,-0.8,-0.3,2,0,21,-1.0,2,-16
Cc1ccc(C(=O)Nc2ccc3c(c2)OCO3)cc1,-3,4.7,0.0,2,3,-3,-0.7,-4,1
COC(=O)C1=C(C)NC(C)=C(C(=O)OC)C1c1ccc(OC(=O)c2oc3ccccc3c2C)c(OC)c1,16,0.3,-0.3,5,-5,67,-0.6,-17,8
COCCn1c(-c2ccc(Br)cc2)nc2oc3cc(OC)ccc3c(=O)c2c1=O,-4,-1.6,-1.1,nt,-7,7,-1.9,3,1
CCOC(=O)NC(Nc1sc2c(c1C(=O)OC)CCN(C)C2)(C(F)(F)F)C(F)(F)F,-3,2.5,1.0,-2,-11,0,0.1,6,1
COC(=O)N(NC(=O)C(O)(C(C)C)C(C)C)c1ccccc1,-6,0.6,-0.3,nt,-18,16,0.1,10,10
O=C(Nc1ccccc1-c1nnc(SCc2ccccc2)o1)c1ccccc1,16,1.1,0.3,8,-2,1,0.8,-29,-9
COC(=O)c1ccc(OC)c(OC2CCCC2)c1,9,1.2,-0.8,nt,3,4,-1.3,-7,10
CCOC(=O)Cc1csc(NC(=O)CSc2nnnn2-c2ccc(F)cc2)n1,1,-1.7,1.6,-2,-3,16,2.4,19,-13
COc1ccc(OCC(=O)Nn2c(-c3cccc(OC)c3)nc3ccccc3c2=O)cc1,49,0.9,0.3,6,-9,3,-0.2,-4,-18
CCn1cc(S(=O)(=O)CC(=O)Nc2cc(C)ccc2C)c2ccccc21,21,-3.9,-1.1,0,-19,0,-0.2,-4,-6
CC(=O)Nc1ccc(S(=O)(=O)NNC(=O)COc2cccc3ccccc23)cc1,-9,0.5,0.6,-2,-9,-3,0.6,-18,-14
NC(=O)c1sc2cc(C(F)(F)F)cnc2c1-c1cccs1,20,1.2,-0.2,1,-4,29,-2.0,2,-19
O=C(Cc1cc(=O)[nH][nH]1)N/N=C/C(Cl)=C/c1ccccc1,16&0,0.2&-0.3,1.0&0.1,-6&-9,6&1,12&20,0.1&0.5,2&13,-16&-15
N#CCCn1ncc2ccccc21,16,-1.1,0.6,2,-1,-12,0.3,8,-23
O=C(N/N=C/C(Br)=C\c1ccccc1)c1cccs1,16,0.0,0.2,nt,0,24,-1.9,10,13
Cc1cc(SCC(=O)c2ccc(O)c(O)c2)n2nc(C)c(-c3ccccc3)c2n1,-8,0.7,0.7,nt,-7,26,0.9,28,-6
O=C(NNc1cccc(Cl)n1)c1ccc(Cl)cc1Cl,-16,1.0,0.4,4,-3,11,-0.8,12,-3

# Single records, from the list above. Screens in order: EP2 modulator, S1P4 agonist, TRPML3 ag, NPY-Y1 antag, NPY2 pot ag, CHOP inh, TRPN1 ag, NPY1 pot ag, S1P4 antagonist
# CCn1cc(S(=O)(=O)CC(=O)Nc2cc(C)ccc2C)c2ccccc21 across the screens: 21, -3.9, -1.1, 0, -19, 0, -0.2, -4, -6
# CCOC(=O)Cc1csc(NC(=O)CSc2nnnn2-c2ccc(F)cc2)n1 across the screens: 1, -1.7, 1.6, -2, -3, 16, 2.4, 19, -13
# O=C(NNc1cccc(Cl)n1)c1ccc(Cl)cc1Cl across the screens: -16, 1.0, 0.4, 4, -3, 11, -0.8, 12, -3

# Carrying on:
SMILES,EP2 modulator,S1P4 agonist,TRPML3 ag,NPY-Y1 antag,NPY2 pot ag,CHOP inh,TRPN1 ag,NPY1 pot ag,S1P4 antagonist
Cc1cc(C(=O)N2CCC(C)CC2)on1,24,-0.6,0.8,nt,4,-8,0.4,26,-5
Cc1ccccc1Sc1c(C#N)c(-c2ccccc2)nn1C,8,1.2,0.0,4,-5,-10,-0.2,-12,12
CCOC(=O)C1CCCN(C(=O)CSc2ccc(Br)cc2)C1 (stereo not drawn),-1,3.0,1.4,9,-4,18,-0.9,1,-6
Cc1cc(Cl)c(S(=O)(=O)NCCC(=O)O)cc1OCC(N)=O,2,-1.1,0.3,4,-5,-3,1.8,-33,-8
Cc1nc2nc[nH]n2c(=O)c1NC(=O)c1cccc(OCC(C)C)c1,-7,1.2,0.8,8,3,5,-0.4,-6,-9
O=C(CN1CCN(c2ncccn2)CC1)NCCC1=CCCCC1,18,-0.2,-0.1,6,12,7,-0.9,4,-16
Cc1ccc(C)c(C(=O)COc2ccc(C)nc2[N+](=O)[O-])c1,29,-3.8,0.2,2,0,-72,-0.3,13,-5
Nc1ccc2nc(SCc3ccccc3F)sc2c1,-58,1.8,-0.3,nt,-9,-2,-0.6,-6,-1
Cc1nn(CC(=O)N2CCOCC2)c(C)c1[N+](=O)[O-],-15,1.0,1.2,-2,-9,1,-0.5,-8,-6
COc1ccc(CNC(=O)C(=O)NCc2cccnc2)cc1,12,1.7,0.5,4,4,-6,0.0,22,-10
COc1cc(N=C2C(=O)N3CCCc4cccc2c43)cc(OC)c1,3,-0.6,0.3,2,-1,14,1.9,1,-9
CCC(C)NC(=O)CSc1nnc(-c2ccc(Cl)cc2)n1N (stereo not drawn),1,0.2,-0.5,-5,-10,10,-1.3,-13,-10
C[C@H](NC(=O)c1ccccc1)C(=O)Nc1nc(-c2ccccn2)cs1,-25,2.2,-0.1,5,5,19,-0.1,-6,-1
Cc1nc2ccccn2c1-c1csc(Nc2cccc(O)c2)n1,-84,0.2,1.7,-1,-14,1,2.2,2,15
NC(=O)c1ccc(/C(N)=N/S(=O)(=O)c2cc(C(F)(F)F)cc(C(F)(F)F)c2)cc1,-16,-2.1,0.2,nt,-13,7,1.1,13,4
N#C/C(=C/c1ccccc1[N+](=O)[O-])C(=O)NCc1ccco1,-2,0.7,-0.1,0,-4,9,0.5,-4,-11
CCC(=O)N=c1sc2cc(F)cc(F)c2n1C,nt,-2.5,0.1,6,-12,nt,-0.6,-7,-4
N/C(=N\OC(=O)/C=C/c1ccccc1)c1cccnc1,-22,1.9,1.0,0,-4,6,0.3,-3,1
Cc1ccccc1Nc1nc(N)nc(COC(=O)c2ccc(S(=O)(=O)N(C)C)cc2)n1,-2,0.6,1.4,-3,-6,3,3.1,-8,-4
COc1cccc(-n2cc(CNCc3cn(C)nc3-c3ccccc3F)cn2)c1,-29,-0.7,0.5,7,-20,16,0.6,-23,-1
Cc1ccc(C(=O)Nc2ccc3c(c2)OCO3)o1,-13,0.8,0.4,-3,3,-37,-0.8,6,2
O=C(O)CCCC(=O)Nc1ccc(Br)cc1C(=O)O,17,0.8,0.7,8,-6,1,2.1,-5,-13
Cc1cccc(NC(=O)C2CCN(S(=O)(=O)c3cccc4cccnc34)CC2)n1,4,-0.3,1.1,-6,-3,43,4.0,12,-6
O=C(CSCc1c(Cl)cccc1Cl)NCC1CCCO1 (stereo not drawn),0,1.2,-0.2,1,6,-5,-0.9,12,-13
COc1cc(CCC(=O)Nc2ccc(Cl)c(C(F)(F)F)c2)cc(OC)c1OC,1,0.3,-0.2,6,11,48,-0.8,-25,-4
CCCOc1ccc(N2C(=O)CC(N3CCN(CCN=CC4C(=O)CC(C)(C)CC4=O)CC3)C2=O)cc1 (stereo not drawn),7,1.9,1.9,6,-4,2,0.2,-6,-17
